Bioassay records: PubChem BioAssay, The Scripps Research Institute Molecular Screening Center
pPAFAH inh – inhibitors of human plasma PAF acetylhydrolase (pPAFAH); Q13093; recombinant pPAFAH, FP-rhodamine probe fluorescence polarization; inhibition, % at 3.39 µM; 1.5% of 330,000 active; AID 463082;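 active = inhibition above the mean inhibition across the screen plus 3 SD, cut at about 25% in these data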;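 note: inhibitors block binding of the rhodamine activity-based probe so polarization drops; 0% = enzyme with DMSO and 100% = wells lacking pPAFAH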
PAFAH1B2 inh – PAFAH1B2 (human) inhibition. P68402. recombinant PAFAH1B2, FP-rhodamine activity probe, fluorescence polarization. inhibition, % at 3.39 µM. 1.2% of 340,000 active. AID 492953;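 active = inhibition above the mean of all tested compounds plus 3 SD, cut at about 24% in these data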;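 note: 0% = enzyme with DMSO and 100% = wells lacking PAFAH1B2; many of its hits are not listed in these tables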
Target sequence (P68402 whole entry, looked up): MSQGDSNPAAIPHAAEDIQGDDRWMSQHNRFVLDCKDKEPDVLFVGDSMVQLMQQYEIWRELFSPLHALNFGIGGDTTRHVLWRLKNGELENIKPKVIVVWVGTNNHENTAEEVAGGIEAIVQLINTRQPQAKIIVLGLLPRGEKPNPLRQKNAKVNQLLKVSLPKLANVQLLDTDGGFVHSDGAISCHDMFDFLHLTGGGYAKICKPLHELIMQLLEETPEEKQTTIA
LYPLA1 inh – counter-screen for PME1 inhibitors: inhibitors of human LYPLA1. recombinant LYPLA1, FP-Rh probe fluorescence polarization. inhibition, % at 5.9 µM. O75608. 0.16% of 320,000 active. AID 2174;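 active = inhibition above the mean of all tested compounds plus 3 SD, set per campaign, cut at about 14% in these data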;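 note: inhibitors block serine hydrolase probe labeling of LYPLA1 so polarization falls; 0% = enzyme with DMSO and 100% = wells lacking LYPLA1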
Target sequence (O75608 whole entry, looked up): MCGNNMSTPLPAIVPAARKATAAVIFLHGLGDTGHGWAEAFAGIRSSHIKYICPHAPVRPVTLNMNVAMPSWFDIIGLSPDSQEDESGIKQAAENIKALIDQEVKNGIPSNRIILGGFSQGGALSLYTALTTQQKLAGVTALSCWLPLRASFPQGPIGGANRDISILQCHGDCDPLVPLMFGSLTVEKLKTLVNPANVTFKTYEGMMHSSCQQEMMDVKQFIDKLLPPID
PAFAH2 FP inh – inhibitors of human PAFAH2 | inhibition, % at 3.39 µM | recombinant PAFAH2, FP-rhodamine activity probe, fluorescence polarization | 0.99% of 340,000 active | AID 492956;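 active = inhibition above the mean over all tested compounds plus 3 SD, cut at about 30% in these data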;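 note: inhibitors block probe labeling of enzyme so polarization drops; 0% = enzyme with DMSO and 100% = wells lacking PAFAH2 protein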
PME-1 inh – PME-1 (human) inhibition. inhibition, % at 5.9 µM. AID 2130. Q9Y570. recombinant PME-1, FP-Rh probe fluorescence polarization. 0.53% of 320,000 active;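 active = inhibition above the campaign mean of all compounds plus 3 SD, cut at about 26% in these data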;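 note: competitive labeling of PME-1 active site by serine hydrolase directed probe; 0% = PME-1 with DMSO and 100% = wells lacking PME-1 enzyme; inhibitors block probe labeling so polarization falls and inhibition rises; many of its hits are not listed in these tables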
GSTO1 counter – counter-screen for RBBP9 inhibitors: inhibitors of human GSTO1; P78417; recombinant GSTO1, activity-based probe fluorescence polarization; inhibition, % at 5.96 µM; 1.1% of 300,000 active; AID 1974;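 active = inhibition above the campaign mean inhibition plus 3 SD, cut at about 35% in these data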;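 note: 0% = GSTO1-1 with DMSO and 100% = wells lacking GSTO1-1 enzyme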
Target sequence (P78417 whole entry, looked up): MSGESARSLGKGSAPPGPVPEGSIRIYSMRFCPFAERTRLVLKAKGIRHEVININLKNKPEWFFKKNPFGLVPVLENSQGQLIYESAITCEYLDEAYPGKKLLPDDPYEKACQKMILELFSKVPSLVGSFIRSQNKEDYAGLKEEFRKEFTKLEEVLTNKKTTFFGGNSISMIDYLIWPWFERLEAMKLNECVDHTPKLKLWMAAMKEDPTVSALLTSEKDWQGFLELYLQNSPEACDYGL
Fam108B inh – counter-screen for RBBP9 inhibitors: inhibitors of mouse Fam108B; recombinant Fam108B, FP-Rh probe fluorescence polarization; inhibition, % at 9.51 µM; 0.33% of 300,000 active; AID 1947;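 active = inhibition above the screen mean inhibition plus 3 SD, computed separately per campaign, cut at about 18% in these data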;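 note: inhibitors lower polarization as less probe binds the enzyme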
PAFAH1B3 FP inh – PAFAH1B3 (human) inhibition; inhibition, % at 3.39 µM; recombinant PAFAH1B3, FP-rhodamine probe, fluorescence polarization; 0.28% of 340,000 active; AID 492972;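 active = inhibition above the screen-wide average of all tested compounds plus 3 SD, cut at about 25% in these data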;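 note: 0% = enzyme with DMSO only and 100% = wells lacking PAFAH1B3 protein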
Target sequence (Q15102 whole entry, looked up): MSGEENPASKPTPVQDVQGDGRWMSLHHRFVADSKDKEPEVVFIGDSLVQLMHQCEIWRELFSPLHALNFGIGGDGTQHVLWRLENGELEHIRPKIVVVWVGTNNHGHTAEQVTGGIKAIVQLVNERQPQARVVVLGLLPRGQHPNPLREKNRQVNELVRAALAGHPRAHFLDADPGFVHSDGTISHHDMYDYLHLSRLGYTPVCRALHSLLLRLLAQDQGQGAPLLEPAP
PAD4 inh – PAD4 (human) enzyme inhibition; recombinant PAD4, RCA probe fluorescence polarization; inhibition, % at 6.36 µM; 0.41% of 330,000 active; AID 485272;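 active = percent inhibition above a cutoff equal to the mean of all tested compounds plus 3 SD, cut at about 15% in these data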;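 note: 0% = PAD4 with RCA probe and DMSO and 100% = probe without PAD4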
Active calls of the source: *; x = no result given. An excerpt, so the mix of outcomes need not match the whole.

SMILES | pPAFAH inh | PAFAH1B2 inh | LYPLA1 inh | PAFAH2 FP inh | PME-1 inh | GSTO1 counter | Fam108B inh | PAFAH1B3 FP inh | PAD4 inh
COc1ccc(OC)c(S(=O)(=O)NCCO)c1 | 5 | 1 | -1 | -3 | -8 | 6 | 0 | 1 | 0
O=C(OCCCN1CCOCC1)c1ccc(O)c(O)c1 | 1 | 5 | 0 | -4 | 3 | 18 | 6 | 13 | -3
O=S(=O)(NCC1CCCO1)c1cc(Br)c(Br)s1 (stereo not drawn) | 0 | 6 | -2 | 4 | -6 | 3 | 4 | 3 | 4
O=C(NNC(=O)c1cccs1)c1cccc(F)c1 | -4 | 11 | 5 | -3 | 8 | 7 | 0 | -9 | 0
Cc1ccc(CNC(=O)c2cc3c(=O)n(C)c4ccccc4c3n2C)cc1 | -1 | 4 | 1 | 3 | 4 | 1 | -2 | 1 | -3
C/C(CC(=O)Nc1ccc2c(c1)OCCO2)=N\NC(=O)c1ccccc1F | 2 | 8 | 1 | 4 | -3 | 13 | -2 | -4 | 4
CC(C)(C)c1ccc(C(=O)NCC(=O)N/N=C/c2ccccc2OCC(=O)O)cc1 | 7 | 5 | 1 | 7 | -2 | 6 | -1 | 8 | -4
CC1CCCC(C)N1CCNC(=O)Nc1ccc(Cl)cc1 (stereo not drawn) | 3 | 1 | 0 | -3 | -9 | 0 | 2 | 8 | -1
CC(=O)N(Cc1ccccc1)c1ccccc1C(=O)O | 3 | 4 | 2 | 6 | -3 | -6 | -2 | -2 | 3
CN(Cc1ccccc1)C(=O)COC(=O)COc1ccc(C#N)cc1 | 33* | -3 | -2 | 2 | 6 | 2 | 0 | 3 | -8

The list goes on; the last 2 above are carried over.
SMILES | pPAFAH inh | PAFAH1B2 inh | LYPLA1 inh | PAFAH2 FP inh | PME-1 inh | GSTO1 counter | Fam108B inh | PAFAH1B3 FP inh | PAD4 inh
CC(=O)N(Cc1ccccc1)c1ccccc1C(=O)O | 3 | 4 | 2 | 6 | -3 | -6 | -2 | -2 | 3
CN(Cc1ccccc1)C(=O)COC(=O)COc1ccc(C#N)cc1 | 33* | -3 | -2 | 2 | 6 | 2 | 0 | 3 | -8
O=C(COC(=O)C1CCN(S(=O)(=O)c2cccs2)CC1)c1ccccc1 | -2 | -4 | -3 | 3 | 3 | 15 | -3 | -1 | 1
COc1ccc(N(CN2C(=O)c3ccccc3C2=O)C(=O)C(C)C)cc1 | 3 | 6 | 3 | -5 | -1 | 2 | 1 | 2 | 8
CCc1ccc(OC(C)C(=O)N(Cc2ccccc2)C2CCS(=O)(=O)C2)cc1 (stereo not drawn) | 2 | 2 | -2 | -7 | -2 | -2 | 3 | 7 | -3
Cc1ccc(OCCNC(=O)Cn2cnc3c(=O)n(C)c(=O)n(C)c32)cc1C | 8 | 2 | 2 | 6 | -9 | 0 | -4 | -2 | 1
O=C(c1ccccc1Br)N1N=C(c2ccccc2)CC1c1ccccc1F (stereo not drawn) | 0 | -1 | -2 | -2 | 0 | -1 | -7 | 5 | -8
CCC(=O)OCC(=O)Nc1ccc([N+](=O)[O-])cc1OC | -2 | 2 | -1 | 1 | 4 | 0 | 1 | -11 | 4
Cc1[nH]c2ccccc2c1CCN(Cc1cccs1)C(=S)Nc1ccccc1 | 5 | 10 | -5 | 1 | 7 | 0 | -4 | 8 | 0
Cc1ccnc(SCc2cc(=O)c(OC(=O)c3ccc(S(=O)(=O)N4CCCC4)cc3)co2)n1 | 2 | 1 | 0 | 3 | 4 | 10 | 6 | 17 | 0
CC12C(=O)N(c3cccc4cccnc34)C(=O)C1C1C=CC2C1 (stereo not drawn) | 0 | 0 | 2 | 0 | -7 | -3 | -5 | 4 | -2
CCOc1ccccc1NC(=O)CCn1c(=O)oc2ccccc21 | -5 | 2 | -2 | 6 | -5 | 0 | 0 | 5 | 1
O=C(O)C1C2C=CC(C2)C1C(=O)Nc1ccc(C(=O)N2CCCCC2)c(Cl)c1 (stereo not drawn) | -5 | 11 | -4 | 8 | 4 | 5 | 4 | 6 | -4
CC1(C)Cc2cccc(OCC(O)CNCc3ccccn3)c2O1 (stereo not drawn) | 3 | 6 | 0 | 4 | 1 | 4 | -1 | 6 | -2
O=C(CSc1nc2[nH]ncc2c(=O)[nH]1)c1ccccc1 | 4 | 1 | 2 | 3 | 2 | 2 | 3 | 4 | -2
CCC1(C)Cc2ccccc2C(Nc2c(C)n(C)n(-c3ccccc3)c2=O)=N1 (stereo not drawn) | 4 | -2 | -2 | -4 | 0 | 6 | 2 | 1 | -2
O=C(COc1ccccc1)N(Cc1cccs1)C1CCS(=O)(=O)C1 (stereo not drawn) | 3 | 2 | -2 | 2 | 0 | 16 | 0 | 5 | 1
COC(=O)c1sccc1N/N=C/c1cccc(OC)c1O | 3 | 3 | -5 | 9 | 8 | 2 | 2 | 4 | -2
COc1cc(=O)[nH]c(SC(C)C(=O)Nc2cccc3ccccc23)n1 (stereo not drawn) | 0 | 1 | 0 | 7 | -4 | -4 | -3 | 2 | 0
O=C(NC(=S)Nc1cccc(C(F)(F)F)c1)c1ccc2nonc2c1 | 9 | x | 1 | x | -7 | -6 | -3 | x | 0
OC(Cc1cccnc1)(Cc1cccnc1)c1cc2ccccc2[nH]1 | 1 | -2 | 5 | -5 | 1 | -3 | -5 | 2 | 1
Cc1nn(C)c(=O)c(N)c1-c1cc(-c2ccc(Cl)c(Cl)c2)n[nH]1 | 7 | x | -2 | x | -5 | 7 | -4 | x | 1
O=C(O)c1ccc(N2C(=O)C3C4c5ccccc5C(Br)(c5ccccc54)C3C2=O)cc1 (stereo not drawn) | 3 | -2 | 1 | 9 | 1 | -1 | -8 | 2 | 1
CCc1nnc(NC(=O)c2ccc3ccccc3n2)s1 | 1 | 4 | -1 | 2 | -2 | 8 | -2 | 18 | -3
CN1C(=O)/C(=C\c2cc(Br)cs2)c2ccccc21 | 1 | 2 | -1 | -1 | -1 | -1 | 1 | 3 | -1
CCCNC(=O)NC(=O)CSc1nnc(C)n1N | 2 | -1 | 2 | 12 | -6 | -2 | -6 | 4 | 2
CCn1c(C)nc2cc(C(=O)NNC(=S)NC(=O)c3ccccc3)ccc21 | 1 | -2 | 1 | 3 | -4 | 9 | -5 | 4 | -4
CN(C)CCCN(C(=O)c1nc2ccccc2s1)c1nc2ccc(F)cc2s1 | 3 | -1 | 2 | 3 | 1 | -2 | -3 | 12 | 3
O=C(CN1CCN(C(=O)c2cncn2-c2ccccc2)CC1)Nc1ccccc1Cl | 23 | 2 | -1 | -3 | 0 | x | x | -2 | -5
N=c1c(S(=O)(=O)c2ccc(Cl)cc2)cc2c(=O)n3ccccc3nc2n1CC1CCCO1 (stereo not drawn) | 3 | 8 | 1 | 12 | 1 | 0 | 2 | 6 | -3
COc1ccccc1NC(=S)N(Cc1cccnc1)Cc1ccco1 | 3 | -1 | -2 | 1 | 10 | 1 | -2 | 6 | -2
CCCC(=O)c1c(NC(C)C)cc(C)oc1=O | 0 | -2 | 5 | 0 | -1 | -3 | -5 | -3 | -7

15 structures from above, sorted by formula weight, descending:
SMILES | pPAFAH inh | PAFAH1B2 inh | LYPLA1 inh | PAFAH2 FP inh | PME-1 inh | GSTO1 counter | Fam108B inh | PAFAH1B3 FP inh | PAD4 inh
O=C(O)c1ccc(N2C(=O)C3C4c5ccccc5C(Br)(c5ccccc54)C3C2=O)cc1 (stereo not drawn) | 3 | -2 | 1 | 9 | 1 | -1 | -8 | 2 | 1
N=c1c(S(=O)(=O)c2ccc(Cl)cc2)cc2c(=O)n3ccccc3nc2n1CC1CCCO1 (stereo not drawn) | 3 | 8 | 1 | 12 | 1 | 0 | 2 | 6 | -3
O=C(CN1CCN(C(=O)c2cncn2-c2ccccc2)CC1)Nc1ccccc1Cl | 23 | 2 | -1 | -3 | 0 | x | x | -2 | -5
CN(C)CCCN(C(=O)c1nc2ccccc2s1)c1nc2ccc(F)cc2s1 | 3 | -1 | 2 | 3 | 1 | -2 | -3 | 12 | 3
CCn1c(C)nc2cc(C(=O)NNC(=S)NC(=O)c3ccccc3)ccc21 | 1 | -2 | 1 | 3 | -4 | 9 | -5 | 4 | -4
CCC1(C)Cc2ccccc2C(Nc2c(C)n(C)n(-c3ccccc3)c2=O)=N1 (stereo not drawn) | 4 | -2 | -2 | -4 | 0 | 6 | 2 | 1 | -2
O=C(COc1ccccc1)N(Cc1cccs1)C1CCS(=O)(=O)C1 (stereo not drawn) | 3 | 2 | -2 | 2 | 0 | 16 | 0 | 5 | 1
COc1cc(=O)[nH]c(SC(C)C(=O)Nc2cccc3ccccc23)n1 (stereo not drawn) | 0 | 1 | 0 | 7 | -4 | -4 | -3 | 2 | 0
COc1ccccc1NC(=S)N(Cc1cccnc1)Cc1ccco1 | 3 | -1 | -2 | 1 | 10 | 1 | -2 | 6 | -2
Cc1nn(C)c(=O)c(N)c1-c1cc(-c2ccc(Cl)c(Cl)c2)n[nH]1 | 7 | x | -2 | x | -5 | 7 | -4 | x | 1
OC(Cc1cccnc1)(Cc1cccnc1)c1cc2ccccc2[nH]1 | 1 | -2 | 5 | -5 | 1 | -3 | -5 | 2 | 1
COC(=O)c1sccc1N/N=C/c1cccc(OC)c1O | 3 | 3 | -5 | 9 | 8 | 2 | 2 | 4 | -2
O=C(CSc1nc2[nH]ncc2c(=O)[nH]1)c1ccccc1 | 4 | 1 | 2 | 3 | 2 | 2 | 3 | 4 | -2
CCc1nnc(NC(=O)c2ccc3ccccc3n2)s1 | 1 | 4 | -1 | 2 | -2 | 8 | -2 | 18 | -3
CCCNC(=O)NC(=O)CSc1nnc(C)n1N | 2 | -1 | 2 | 12 | -6 | -2 | -6 | 4 | 2

Continued:
SMILES | pPAFAH inh | PAFAH1B2 inh | LYPLA1 inh | PAFAH2 FP inh | PME-1 inh | GSTO1 counter | Fam108B inh | PAFAH1B3 FP inh | PAD4 inh
COCCNC(=O)c1cc2c3ccccc3n(C)c2s1 | 7 | 5 | -2 | -7 | 1 | 1 | -1 | -1 | -2
CN(Cc1cn(C)nc1-c1ccccc1F)C1CCOC1 (stereo not drawn) | -5 | -3 | 0 | 3 | -6 | -9 | -3 | 5 | -3
O=C(Nc1ccccc1)Nc1ccc2ccccc2n1 | 2 | 0 | 2 | 3 | -3 | -6 | -1 | 0 | -3
CC(C)N(C(=O)[C@H]1CC(CC(=O)NCCc2ccccn2)C(=O)N2CCc3c([nH]c4ccccc34)[C@]12C)C(C)C (stereo partly drawn) | 2 | 0 | x | 9 | x | x | x | 6 | -2
Cc1ccc(C(=O)N2CCN(c3ccccc3)CC2)cc1C | -4 | -7 | 1 | -6 | -1 | 3 | -1 | 2 | -2
Clc1cccc(N/N=C/c2ccc(N3CCOCC3)s2)c1 | 4 | 8 | -3 | 9 | 9 | 4 | 9 | 12 | -4
O=C(CN1C(=O)S/C(=C/c2ccncc2)C1=O)N1CCOCC1 | 0 | -2 | -1 | 0 | -3 | -1 | 3 | 7 | -3
CCCc1nnc(SCC(=O)Nc2ccc(Cl)cc2Cl)o1 | 1 | 2 | 4 | 3 | -3 | 10 | 3 | -3 | -2
